Compound activity: PubChem, National Center for Advancing Translational Sciences (NCATS)
TrxR1 substrate = is turned over as a substrate by rat TrxR1 | Potency, µM (top dose mostly 114 µM), without a hit: at the top dose activity change, negative = substrate turnover | purified TrxR1 substrate turnover, NADPH consumption readout | O89049 | hit rate 0.01% among 390,000 | AID 588456; also: potency is read from the fitted curve at half-maximal effect; % is scaled to controls: 0 for no effect and ±100 for the full control effect; nearly all actives have a fitted effect of over 50% in size
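Rat TrxR1, dispensed at 90 nM, was prereduced with 400 uM NADPH (final) for 5 min at ~22 deg C, then incubated with compound 15 min before 400 uM selenite. A first-read NADPH fluorescence drop versus no-compound background flagged substrates.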
Vif-A3G inh = blocks the Vif interaction with human APOBEC3G; Q9HC16; HeLa A3G-eYFP + Vif (tagged APOBEC3G with the HIV-1 protein that degrades it), YFP fluorescence, overnight; Potency, µM (top dose mostly 46.1 µM), for inactives: top-dose activity, negative = active, usual class: inhibitors; hit rate 0.076% among 410,000; AID 602310;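 also: potency is read from the fitted curve at half-maximal effect; % is scaled to controls: 0 for no effect and ±100 for the full control effect; nearly all actives have a fitted effect of over 60% in size; hits raise eYFP signal because A3G escapes Vif-driven loss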
Target sequence (Q9HC16 whole entry, looked up): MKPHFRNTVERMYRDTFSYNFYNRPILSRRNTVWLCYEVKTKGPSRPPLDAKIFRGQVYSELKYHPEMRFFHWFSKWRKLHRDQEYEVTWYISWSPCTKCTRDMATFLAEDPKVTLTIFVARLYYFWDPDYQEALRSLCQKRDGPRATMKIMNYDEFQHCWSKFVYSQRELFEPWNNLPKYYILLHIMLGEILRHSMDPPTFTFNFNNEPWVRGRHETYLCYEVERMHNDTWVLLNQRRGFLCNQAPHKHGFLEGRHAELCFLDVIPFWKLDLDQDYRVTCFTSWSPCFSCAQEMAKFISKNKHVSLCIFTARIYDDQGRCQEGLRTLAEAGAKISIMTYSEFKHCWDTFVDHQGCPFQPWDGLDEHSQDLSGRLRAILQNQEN
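HeLa cells stably expressing Vif and C-terminally eYFP-tagged A3G, seeded overnight at 37 deg C, then exposed to compound by pintool overnight at 37 deg C. Rise in yellow fluorescence (Ex 488/Em 500-530, Acumen) marks blocked Vif-driven A3G degradation.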
Vif-APOBEC3F blk = Vif-A3F binding inhibition. Potency, µM (doses to about 46.1 µM), without a hit: at the top dose activity, negative = active. HeLa A3F-eYFP + Vif (tagged APOBEC3F with the HIV-1 protein that degrades it), YFP fluorescence increase. hit rate 0.2% among 390,000. AID 602313; also: potency is read from the fitted curve at half-maximal effect; % of control where 0% means no effect; nearly all actives have a fitted effect of over 65% in size
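Fluorescence increase (Ex 488/Em 500-530) after overnight compound treatment at 37 deg C flags inhibition of Vif-driven A3F-eYFP loss in stable HeLa A3F-eYFP/Vif cells seeded overnight beforehand.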
PI4K2A block = inhibitors of human PI4K2A | purified PI4K2A, ADP-Glo luminescence, 1 h; active compounds read low | Q9BTU6 | hit rate 0.13% among 420,000 | activity change, negative = inhibition, % at 76.9 µM; in the data active = activity change below about -50%; inconclusive = mostly about -30% to -49%;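 also: -100% = wells without enzyme as full effect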
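In this quantitative HTS, ADP production by PI4K2A was quantified luminescently after 1 h at ambient temperature; 100 microM adenosine served as plate-quality control.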
RXFP1 ag = RXFP1 (human) receptor agonism; hit rate 0.3% among 370,000; Potency, µM (top dose mostly 57.5 µM), for inactives: top-dose activation, usual class: activators; Q9HBX9; HEK293T-RXFP1 cAMP TR-FRET, 30 min; response scale: percent of porcine relaxin response, buffer zero; also: potency is read from the fitted curve at half-maximal effect; % is scaled to controls: 0 for no effect and ±100 for the full control effect; nearly all actives have a fitted effect of over 60% in size; many of its hits are not listed in these tables
Target sequence (Q9HBX9 whole entry, looked up): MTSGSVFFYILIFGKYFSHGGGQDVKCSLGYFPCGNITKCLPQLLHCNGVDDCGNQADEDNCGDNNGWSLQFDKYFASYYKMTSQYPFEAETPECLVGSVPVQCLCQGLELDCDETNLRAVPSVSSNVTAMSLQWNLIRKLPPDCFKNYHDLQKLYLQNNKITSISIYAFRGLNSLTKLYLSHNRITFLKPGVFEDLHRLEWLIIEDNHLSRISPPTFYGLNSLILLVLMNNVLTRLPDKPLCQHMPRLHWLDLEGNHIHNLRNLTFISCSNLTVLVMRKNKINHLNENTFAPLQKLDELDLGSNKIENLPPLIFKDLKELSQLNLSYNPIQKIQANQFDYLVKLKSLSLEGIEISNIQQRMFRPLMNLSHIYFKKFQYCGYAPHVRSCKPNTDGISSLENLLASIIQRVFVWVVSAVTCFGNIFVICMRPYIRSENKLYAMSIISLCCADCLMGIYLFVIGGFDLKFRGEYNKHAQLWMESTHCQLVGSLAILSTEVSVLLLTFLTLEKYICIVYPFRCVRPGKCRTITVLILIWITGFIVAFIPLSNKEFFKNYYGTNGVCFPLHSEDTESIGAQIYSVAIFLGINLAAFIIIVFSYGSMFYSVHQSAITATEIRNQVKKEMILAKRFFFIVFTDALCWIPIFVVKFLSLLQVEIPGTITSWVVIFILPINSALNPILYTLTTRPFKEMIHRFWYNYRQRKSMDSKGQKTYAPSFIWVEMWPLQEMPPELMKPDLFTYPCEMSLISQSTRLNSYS
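HEK293 cells stably expressing RXFP1, treated 30 min at 37C with compounds plus PDE4 inhibitor Ro 20174; cAMP measured by HTRF TR-FRET. Normalized to buffer and 29 nM porcine relaxin; EC50 by Hill fit.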
LDHA inh = inhibitors of human lactate dehydrogenase A. P00338. purified LDHA, NADH/diaphorase-resazurin fluorescence; active compounds read low. activity change, % (values are at about 110 or 230 µM). hit rate 0.15% among 480,000. AID 1347041; in the data active = activity change below about -30%; inconclusive = mostly about -25% to -30%;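 also: plate controls were DMSO wells for no effect and wells without enzyme for full effect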
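Enzyme activity of human lactate dehydrogenase 5 (2 nM; 0.06 mM NADH, 0.2 mM pyruvate, 5 min, RT) is measured via a resazurin/diaphorase fluorescence readout of residual NADH.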
USP1 inh = inhibitors of human USP1/UAF1 deubiquitinase; Potency, µM (doses to about 57.1 µM), for the others: at the highest dose activity change, negative = inhibition, usual class: inhibitors; hit rate 0.23% among 390,000; recombinant USP1/UAF1, Ub-Rhodamine cleavage fluorescence; AID 743255; also: potency is read from the fitted curve at half-maximal effect; % is scaled to controls: 0 for no effect and ±100 for the full control effect; nearly all actives have a fitted effect of over 60% in size; inactives centre near -12
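High-throughput fluorogenic screen: 1nM USP1/UAF1 complex, Ub-Rho substrate 150nM final, 50mM HEPES pH 7.8 with 0.5mM EDTA, 0.1 mg/ml BSA, 1mM TCEP and 0.01% Tween-20.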
GRP78 ERSR act = ER stress response induction in glioma. U87-MG GRP78 promoter luciferase reporter, 16 h. Potency, µM, without a hit: at the top dose activation, most hits filed as activators. hit rate 0.02% among 420,000. AID 602332; also: potency is read from the fitted curve at half-maximal effect; series mostly up to about 76 µM; % of control where 0% means no effect; nearly all actives have a fitted effect of over 35% in size
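Stably transfected U87-MG glioma cells carrying a GRP78-based luciferase sensor; 16 h compound incubation. Luminescence end-point read 10 min after Bright-Glo addition at room temperature.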
mIDH1 inhibitor = blocks human mutant IDH1 R132H enzyme; Potency, µM (highest dose often 76.6 µM), for the others: at the highest dose activity change, negative = inhibition, actives largely listed as inhibitors; hit rate 0.093% among 390,000; IDH1-R132H enzyme, NADPH consumption, diaphorase/resazurin fluorescence; AID 602179; also: potency is read from the fitted curve at half-maximal effect; % is scaled to controls: 0 for no effect and ±100 for the full control effect; nearly all actives have a fitted effect of over 65% in size
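IDH1-R132H (0.5 ug/mL) preincubated 30 min with compound, then NADPH (0.016 mM) and alpha-KG (2 mM) added; 80 min at RT, pH 7.5. Remaining NADPH coupled via diaphorase/resazurin to fluorescence (540/590 nm); concentration-response curves normalized to no-enzyme control.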
Numbers without * were called inactive; ? = inconclusive; . = not tested or not shown; & = joins results of further samples; [ ] = another dose, or the depositor's remark. Unless noted, calls follow the shape of the dose curve; as a rule, active = well fitted curve in the direction sought with a large enough effect; inconclusive = small, poorly fitted or top-dose-only effect, or another doubt; inactive = no such curve, though single readings can be large; an effect the other way counts as inactive or inconclusive. Some of the compounds tested (hit frequency here may not be typical).

SMILES	TrxR1 substrate	Vif-A3G inh	Vif-APOBEC3F blk	PI4K2A block	RXFP1 ag	LDHA inh	USP1 inh	GRP78 ERSR act	mIDH1 inhibitor
CC(C)c1ccc(-c2csc3ncnc(N4CCN(C)CC4)c23)cc1	8.5%[57.1 µM]	3.9%	-4.4%	-17.3	0.1%	-0.3	-13.9%	-5.2%	8.4%
CCN(CC)CCCNC(=O)c1cc(-c2cccc(Cl)c2)on1	-8.8%	2.7%	-1.5%	2.4	1.2%	-3.4	-1.7%	-4.5%	-1.0%
CC(=O)Nc1cccc(NC(=O)c2ccc(C(=O)Nc3cccc(NC(C)=O)c3)nc2)c1	-11.6%	-7.1%	16.2%	-6.9	3.7%	-6.1	-18.8%	-0.8%	-5.5%
COc1ccccc1C(=O)NNC1=NS(=O)(=O)c2ccccc21	3.2%[57.1 µM]	-0.6%	-0.3%	-2.9	-4.5%	-8.6	-14.3%	0.8%	11.1%
O=S1(=O)C[C@H](N2CCN(CCO)CC2)[C@@H](COCc2ccccc2)N1	.	-1.4%	.	-2.9	.	-6.5	.	-2.8%	.
Cc1ccc(S(=O)(=O)c2cc3c(=O)n4ccccc4nc3n(Cc3ccco3)c2=N)cc1	28.5%[57.1 µM]	-6.0%	-16.4%	-17.4	4.0%	6.0	?	-1.3%	4.1%
CCN1CCN(Cc2ccc(NC(=O)Nc3ccccc3Cl)cc2)CC1	-0.8%	0.0%	-1.3%	-3.0	2.2%	-5.6	-7.7%	-6.0%	2.0%
Cc1ccc(-c2nnc(SCC(=O)N3CCCc4ccccc43)o2)cc1	9.8%	1.8%	0.0%	-1.4	-1.2%	-10.8	-18.8%	-2.6%	1.9%
CCOC(=O)CON1C(=O)C(=O)N(OCC(=O)OCC)C2CCCCC21 (centres undefined)	1.8%	4.3%	1.8%	0.5	-0.2%	0.0	-14.3%	-3.5%	-4.3%
O=S(=O)(c1ccccc1)N(CC(O)Cn1c2ccccc2c2ccccc21)c1ccccc1 (centres undefined)	7.0%[57.1 µM]	-5.5%	-14.3%	3.3	4.7%	-1.0	-21.4%	-0.2%	0.2%
O=C(c1ccc(N2CCN(C(=O)c3ccccc3)CC2)cc1)c1cccc(F)c1	-8.5%	5.1%	-13.1%	-5.5	1.5%	-5.4	-15.2%	-1.9%	-1.0%
COC(=O)c1cc2oc(C)cc2n1CC(=O)Nc1ccc(C)cc1C	-1.9%	-4.6%	-3.6%	0.1	-2.4%	-4.8	-0.6%	-2.7%	1.0%
Clc1ccc(N2O[C@H]3C=C[C@@H]2C3)nc1	.	-2.2%	.	-3.2	.	15.7	.	-0.3%	.
CSc1nc(C)c(CCO)c(=O)[nH]1	-9.1%	-11.4%	12.9%	6.6	0.4%	-2.7	-3.1%	-5.6%	0.0%
CNCC[C@H](Oc1cccc2ccccc12)c1cccs1	1.6%&-2.7%	-1.1%&-1.0%	-1.5%	-1.8&2.7	-0.8%	-5.4&0.2	-10.4%	-4.4%&-7.9%&-3.7%	-6.1%
COc1cc(O)c(C(=O)O)c(CCc2ccccc2)c1	-1.4%	0.4%	5.2%	-1.0	.	2.6	-3.5%	-2.6%	18.1%
CCCSc1nc2c(c(=O)[nH]c(=O)n2C)n1C	-6.8%	2.2%	6.9%	-1.3	0.4%	-3.6	3.6%	-6.7%	-5.6%
Cc1ccc(-n2cc(-c3ccc([N+](=O)[O-])cc3)[nH]c2=S)c(C)c1	-15.7%	-10.8%	-10.6%	0.5	0.0%	-12.8	-21.3%	-1.9%	9.3%
O=C1N[C@@H](Cc2c[nH]c3ccccc23)C(=O)N[C@H]1Cc1ccccc1	2.7%	0.8%	3.1%	-2.3	.	-1.2	-26.4%	-2.6%	-0.2%[38.3 µM]
COc1ccc(C(=O)N/N=C/c2c(C)[nH]c(=O)[nH]c2=O)cc1	-7.8%	-7.5%	9.2%	19.3	3.4%	-0.2	-19.7%	-2.7%	-7.3%
CC(C)Oc1ccc(CNC(=O)c2ccc3c(c2)nc2n3CCCCC2)cc1	-9.0%[57.1 µM]	1.6%	4.5%	1.0	-0.1%	0.1	?	-3.1%	0.0%
COCCNC(=O)c1ccc(-n2c(-c3ccccc3)cc3c2CCCCC3)cc1	-10.5%[11.4 µM]	-3.1%	-9.9%	1.5	2.6%	3.3	4.7%	1.9%	-10.7%
CC1(C)CC(=O)c2c(nc3ccccc3c2N)C1	21.6%	-6.1%	.	-11.8	6.1%	0.0	-9.1%	-7.0%	4.4%
COc1ccc(-c2cn3c(n2)sc2cc(C(=O)Nc4cc(Cl)ccc4C)ccc23)cc1	11.2%	-8.7%	-10.5%	-5.4	14.7%	3.9	-17.1%	0.0%	3.7%
Cc1cc(=O)n2nc(N(C)CC(=O)NCc3cccc(Br)c3)sc2n1	-2.9%	3.5%	1.6%	0.1	?	-15.9	-19.1%	-3.3%	0.0%
c1ccc(Cn2ncc3c(N4CCN(C(c5ccccc5)c5ccccc5)CC4)ncnc32)cc1	14.2%	-7.5%	-8.8%	-1.9	0.3%	0.3	-14.7%	-2.2%	4.5%
COc1cccc(-c2cc(-c3cccnc3)c(C#N)c(N)n2)c1	82.3%[activator]	7.7%	3.3%	3.1	10.8%	-1.5	-22.6%	-4.1%	0.0%
CC1CN(C(=O)CCC(=O)NCc2ccccc2)c2ccccc2O1 (centres undefined)	5.3%[57.1 µM]	1.5%	-3.0%	-3.1	5.4%	-5.8	-10.2%	-1.8%	-6.0%
Cc1cccc(C(=O)N[C@H](C(=O)Nc2ccc(C)c(S(=O)(=O)N(C)C)c2)C(C)C)c1	-5.3%	2.1%	-1.4%	1.0	1.3%	-1.4	-26.7%	-4.2%	4.9%
CC(C)(C)SCCNC(=O)c1ccc(Cl)c([N+](=O)[O-])c1	-9.0%	-1.3%	-0.2%	-3.6	-2.4%	2.4	-20.8%	2.1%	4.9%
Cc1cn2c(=O)cc(COC(=O)COc3ccc(C)c(C)c3)nc2s1	0.2%[57.1 µM]	1.4%	4.7%	-4.4	-0.1%	1.6	-19.0%	5.0%	9.2%
COCCn1cnc2cc(C)c(C)cc21	-4.3%	-0.9%	3.4%	16.4	1.6%	-9.6	-14.7%	-2.5%	-7.7%
Clc1ccc(/C=N/Nc2ncnc3nc[nH]c23)cc1	-16.7%	-14.2%	6.6%	-11.1	4.3%	-7.6	0.4%	8.5%	-2.2%
CC(C)Cn1cnc2c(c(-c3ccccc3)c(-c3ccccc3)n2Cc2ccco2)c1=N	-1.6%	4.6%	0.0%	-10.6	-0.2%	-1.9	-8.1%	-14.7%	-4.7%
CCOC(=O)C1CCN(c2cc(C)nc3c(-c4ccccc4OC)c(C)nn23)CC1	-7.2%[57.1 µM]	4.0%	3.8%	0.2	-0.8%	1.2	-13.6%	-4.1%	17.4%
COc1ccc(NC(=S)N(CCN2CCCCC2)Cc2ccco2)cc1	-5.3%[57.1 µM]	2.3%	1.3%	-0.3	-0.5%	-3.5	-5.3%	5.6%	3.8%
COc1ccc(-n2cc(C(=O)NCc3cccc(OC)c3)c3ccccc3c2=O)cc1	3.5%	3.2%	-2.3%	7.1	-0.6%	0.4	9.7%	-2.8%	0.4%
COc1cccc(N=C2NC(=O)/C(=C/c3cc([N+](=O)[O-])ccc3O)S2)c1	-3.2%	?	25.1µM*	4.7	-3.3%	-12.6	-0.1%	-1.6%	-2.4%
CC(C)(C)c1cc(P(=O)(c2ccccc2)c2ccccc2)ccc1O	-0.1%	-2.4%	-0.2%	3.5	0.7%	-3.6	-4.5%	2.8%	-20.8%
CC1CCN(C(=O)c2cccc(NC(=O)c3cccs3)c2)CC1	3.8%[57.1 µM]	-1.0%	?	2.6	-0.5%	-10.4	-17.6%	0.6%	-2.8%

Overlap with the part before: two entries, then new ones.
SMILES	TrxR1 substrate	Vif-A3G inh	Vif-APOBEC3F blk	PI4K2A block	RXFP1 ag	LDHA inh	USP1 inh	GRP78 ERSR act	mIDH1 inhibitor
CC(C)(C)c1cc(P(=O)(c2ccccc2)c2ccccc2)ccc1O	-0.1%	-2.4%	-0.2%	3.5	0.7%	-3.6	-4.5%	2.8%	-20.8%
CC1CCN(C(=O)c2cccc(NC(=O)c3cccs3)c2)CC1	3.8%[57.1 µM]	-1.0%	?	2.6	-0.5%	-10.4	-17.6%	0.6%	-2.8%
N=c1c2c(ncn1CCN1CCOCC1)Oc1cc(O)ccc1C2c1ccccc1 (centres undefined)	7.0%	-6.6%	0.9%	-4.0	4.3%	-4.3	-13.4%	-3.5%	-3.5%
CCOC(=O)C1CCN(C(=O)c2nn(-c3ccc(OC)cc3)c(=O)c3c2c2ccccc2n3C)CC1	10.7%	.	.	0.1	5.2%	-4.6	3.5%	.	.
CC(=O)C1=C(C)Nc2ncnn2C1c1cccc(Br)c1 (centres undefined)	10.3%[57.1 µM]	1.6%	-16.7%	-3.4	1.0%	-4.3	1.9%	-2.6%	3.8%
COc1ccc(NC(=O)CSc2oc(-c3cccs3)nc2S(=O)(=O)c2ccc(Br)cc2)c(OC)c1	-5.2%	-5.7%	0.8%	1.5	1.4%	22.6	-19.5%	-3.2%	0.5%
COc1cc(/C=N/NC(=O)CCC(=O)Nc2ccc(Br)cc2)ccc1O	-7.6%	0.6%	7.7%	10.1	0.3%	-5.6	-13.0%	-2.3%	6.1%
Cc1ccc(C)c(N(C(=O)Cn2nnc3ccccc32)C(C(=O)NCc2ccco2)c2ccncc2)c1 (centres undefined)	4.8%[57.1 µM]	2.5%	-9.7%	-3.0	-0.2%	-0.4	6.8%	-3.6%	4.2%
